PAFAH1B2 FP inh – PAFAH1B2 (human) inhibition | AID 492953 | inhibition, % at 3.39 µM | recombinant PAFAH1B2, FP-rhodamine activity probe, fluorescence polarization | P68402 | 340,000 tested, 1.2% active;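 active means inhibition above the mean of all tested compounds plus 3 SD, cut at about 24% in these data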;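 further: 0% = enzyme with DMSO and 100% = wells lacking PAFAH1B2; many of its hits are not listed in these tables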
PAFAH2 inh – inhibitors of human PAFAH2; Q99487; recombinant PAFAH2, FP-rhodamine activity probe, fluorescence polarization; inhibition, % at 3.39 µM; 340,000 tested, 0.99% active; AID 492956;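 active means inhibition above the mean over all tested compounds plus 3 SD, cut at about 30% in these data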;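 further: inhibitors block probe labeling of enzyme so polarization drops; 0% = enzyme with DMSO and 100% = wells lacking PAFAH2 protein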
PAFAH1B3 FP inh – PAFAH1B3 (human) inhibition; Q15102; recombinant PAFAH1B3, FP-rhodamine probe, fluorescence polarization; inhibition, % at 3.39 µM; 340,000 tested, 0.28% active;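 active means inhibition above the screen-wide average of all tested compounds plus 3 SD, cut at about 25% in these data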;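 further: 0% = enzyme with DMSO only and 100% = wells lacking PAFAH1B3 protein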
Target sequence (Q15102 whole entry, looked up): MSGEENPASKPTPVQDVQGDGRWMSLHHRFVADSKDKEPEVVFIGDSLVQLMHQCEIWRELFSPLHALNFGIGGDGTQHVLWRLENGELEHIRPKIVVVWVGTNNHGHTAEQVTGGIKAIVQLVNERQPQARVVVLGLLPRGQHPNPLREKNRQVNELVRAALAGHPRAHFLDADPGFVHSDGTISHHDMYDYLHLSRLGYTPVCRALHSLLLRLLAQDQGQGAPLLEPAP
pPAFAH inh – inhibitors of human plasma PAF acetylhydrolase (pPAFAH). recombinant pPAFAH, FP-rhodamine probe fluorescence polarization. inhibition, % at 3.39 µM. 330,000 tested, 1.5% active;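 active means inhibition above the mean inhibition across the screen plus 3 SD, cut at about 25% in these data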;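 further: inhibitors block binding of the rhodamine activity-based probe so polarization drops; 0% = enzyme with DMSO and 100% = wells lacking pPAFAH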
Target sequence (Q13093 whole entry, looked up): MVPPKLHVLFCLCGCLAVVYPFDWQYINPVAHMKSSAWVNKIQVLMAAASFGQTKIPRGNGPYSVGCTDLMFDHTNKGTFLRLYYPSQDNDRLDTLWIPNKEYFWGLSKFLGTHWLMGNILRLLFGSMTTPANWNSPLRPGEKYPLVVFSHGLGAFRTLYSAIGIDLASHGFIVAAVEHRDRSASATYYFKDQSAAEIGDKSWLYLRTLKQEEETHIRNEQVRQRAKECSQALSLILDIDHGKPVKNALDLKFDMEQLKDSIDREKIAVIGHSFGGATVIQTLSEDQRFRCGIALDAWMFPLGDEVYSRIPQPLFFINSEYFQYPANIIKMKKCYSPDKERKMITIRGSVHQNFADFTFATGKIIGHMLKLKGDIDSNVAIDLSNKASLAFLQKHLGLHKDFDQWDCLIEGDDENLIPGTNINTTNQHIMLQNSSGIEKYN
LYPLA1 counter – LYPLA1 (human) inhibition in PME1 counter-screen; 320,000 tested, 0.16% active; AID 2174; inhibition, % at 5.9 µM; O75608; recombinant LYPLA1, FP-Rh probe fluorescence polarization;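 active means inhibition above the mean of all tested compounds plus 3 SD, set per campaign, cut at about 14% in these data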;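 further: inhibitors block serine hydrolase probe labeling of LYPLA1 so polarization falls; 0% = enzyme with DMSO and 100% = wells lacking LYPLA1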
GSTO1 inh – blocks human GSTO1 in RBBP9 counter-screen; P78417; recombinant GSTO1, activity-based probe fluorescence polarization; inhibition, % at 5.96 µM; 300,000 tested, 1.1% active; AID 1974;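 active means inhibition above the campaign mean inhibition plus 3 SD, cut at about 35% in these data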;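 further: 0% = GSTO1-1 with DMSO and 100% = wells lacking GSTO1-1 enzyme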
PAD4 FP inh – blocks human protein arginine deiminase 4. Q9UM07. recombinant PAD4, RCA probe fluorescence polarization. inhibition, % at 6.36 µM. 330,000 tested, 0.41% active. AID 485272;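 active means percent inhibition above a cutoff equal to the mean of all tested compounds plus 3 SD, cut at about 15% in these data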;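 further: 0% = PAD4 with RCA probe and DMSO and 100% = probe without PAD4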
LYPLA2 counter – counter-screen for PME1 inhibitors: inhibitors of human LYPLA2; O95372; recombinant LYPLA2, FP-Rh probe fluorescence polarization; inhibition, % at 5.9 µM; 320,000 tested, 0.38% active; AID 2177;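 active means inhibition above the screen-wide mean plus 3 SD, limit set per campaign, cut at about 26% in these data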;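 further: 0% = LYPLA2 with DMSO and 100% = wells lacking LYPLA2 enzyme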
PME-1 primary – PME-1 (human) inhibition; Q9Y570; recombinant PME-1, FP-Rh probe fluorescence polarization; inhibition, % at 5.9 µM; 320,000 tested, 0.53% active; AID 2130;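 active means inhibition above the campaign mean of all compounds plus 3 SD, cut at about 26% in these data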;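 further: competitive labeling of PME-1 active site by serine hydrolase directed probe; 0% = PME-1 with DMSO and 100% = wells lacking PME-1 enzyme; inhibitors block probe labeling so polarization falls and inhibition rises; many of its hits are not listed in these tables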
Target sequence (Q9Y570 whole entry, looked up): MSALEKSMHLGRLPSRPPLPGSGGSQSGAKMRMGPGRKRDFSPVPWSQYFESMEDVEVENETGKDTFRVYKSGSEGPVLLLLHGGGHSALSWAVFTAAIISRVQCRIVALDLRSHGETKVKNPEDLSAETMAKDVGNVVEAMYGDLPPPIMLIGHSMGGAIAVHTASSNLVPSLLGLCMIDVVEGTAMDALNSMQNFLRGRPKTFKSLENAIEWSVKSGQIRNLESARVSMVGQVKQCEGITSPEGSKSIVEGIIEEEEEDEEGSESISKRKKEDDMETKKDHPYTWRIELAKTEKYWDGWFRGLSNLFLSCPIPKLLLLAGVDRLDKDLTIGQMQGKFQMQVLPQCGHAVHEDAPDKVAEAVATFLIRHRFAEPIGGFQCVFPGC
Active calls of the source: *.

How did O=C(CNC(=O)c1ccc(Br)o1)Nc1cccc(S(=O)(=O)N2CCOCC2)c1 do in these assays?
PAFAH1B2 FP inh: 5; PAFAH2 inh: 14; PAFAH1B3 FP inh: 8; pPAFAH inh: 6; LYPLA1 counter: -1; GSTO1 inh: 6; PAD4 FP inh: -2; LYPLA2 counter: -6; PME-1 primary: -1

Results for COc1ccc(C(=O)NCCS(=O)(=O)NCc2ccccc2OC)cc1 ?
PAFAH1B2 FP inh: 5; PAFAH2 inh: -2; PAFAH1B3 FP inh: 5; pPAFAH inh: -1; LYPLA1 counter: 0; GSTO1 inh: 0; PAD4 FP inh: 1; LYPLA2 counter: -2; PME-1 primary: 0

How did Cc1occc1-c1nnc(SCC(=O)N2CCN(c3ccccc3F)CC2)n1C do in these assays?
pPAFAH inh: 3; LYPLA1 counter: 2; GSTO1 inh: -2; PAD4 FP inh: -2; LYPLA2 counter: 6; PME-1 primary: -3

How did CCOC(=O)c1cnc(SC2CC(=O)N(c3ccc(C)cc3)C2=O)nc1N (configuration not stated) do in these assays?
PAFAH1B2 FP inh: 3; PAFAH2 inh: 0; PAFAH1B3 FP inh: 8; pPAFAH inh: 4; LYPLA1 counter: 1; GSTO1 inh: 5; PAD4 FP inh: 0; LYPLA2 counter: 6; PME-1 primary: -5

How did CC(C)NS(=O)(=O)c1ccc(NC(=O)C2CC3C=CC2C3)cc1 (configuration not stated) do in these assays?
PAFAH1B2 FP inh: 5; PAFAH2 inh: -3; PAFAH1B3 FP inh: 5; pPAFAH inh: 5; LYPLA1 counter: 0; GSTO1 inh: 6; PAD4 FP inh: -2; LYPLA2 counter: 4; PME-1 primary: -1

How did Cc1nc2nc(C)c(NS(=O)(=O)c3ccc(C(C)(C)C)cc3)c(=O)n2[nH]1 do in these assays?
PAFAH1B2 FP inh: 16; PAFAH2 inh: 8; PAFAH1B3 FP inh: 7; pPAFAH inh: 3; LYPLA1 counter: -1; GSTO1 inh: -2; PAD4 FP inh: 2; LYPLA2 counter: 5; PME-1 primary: 2

What do the screens show for `CCc1cc(C(=O)NCC2CCCO2)sc1C` (configuration not stated)?
PAFAH1B2 FP inh: 1; PAFAH2 inh: 2; PAFAH1B3 FP inh: 3; pPAFAH inh: 3; LYPLA1 counter: 2; GSTO1 inh: -1; PAD4 FP inh: -2; LYPLA2 counter: 3; PME-1 primary: 1

How did O=C(O)Cn1cccc1C(=O)c1ccccc1 do in these assays?
PAFAH1B2 FP inh: 2; PAFAH2 inh: 4; PAFAH1B3 FP inh: 13; pPAFAH inh: 3; LYPLA1 counter: -1; GSTO1 inh: 6; PAD4 FP inh: -3; LYPLA2 counter: 7; PME-1 primary: -4

Results for Cc1c(NC(=O)Nc2cc(F)c(F)cc2Cl)c(=O)n(-c2ccccc2)n1C ?
pPAFAH inh: 2; LYPLA1 counter: -2; GSTO1 inh: 4; PAD4 FP inh: 4; LYPLA2 counter: -5; PME-1 primary: -1

How did O=C(CCCN1C(=O)c2ccccc2C1=O)OC1CSCC1NC(=O)c1ccccc1 (configuration not stated) do in these assays?
PAFAH1B2 FP inh: -1; PAFAH2 inh: 6; PAFAH1B3 FP inh: 4; pPAFAH inh: 2; LYPLA1 counter: -1; GSTO1 inh: 4; PAD4 FP inh: -1; LYPLA2 counter: 5; PME-1 primary: 3

How did CCOC(=O)N=S(N)(=O)c1ccccc1 (configuration not stated) do in these assays?
PAFAH1B2 FP inh: 3; PAFAH2 inh: 5; PAFAH1B3 FP inh: -2; pPAFAH inh: 5; LYPLA1 counter: 0; GSTO1 inh: 1; PAD4 FP inh: 4; LYPLA2 counter: 3; PME-1 primary: -3

How did Cc1ccsc1CN(C(=O)c1ccccc1)C1CCS(=O)(=O)C1 (configuration not stated) do in these assays?
PAFAH1B2 FP inh: -1; PAFAH2 inh: 5; PAFAH1B3 FP inh: 8; pPAFAH inh: -2; LYPLA1 counter: -2; GSTO1 inh: 4; PAD4 FP inh: 3; LYPLA2 counter: 6; PME-1 primary: 8

Results for COc1ccc(Cl)cc1NC(=O)CCCC(=O)c1ccccc1 ?
PAFAH1B2 FP inh: 5; PAFAH2 inh: -3; PAFAH1B3 FP inh: 1; pPAFAH inh: 1; LYPLA1 counter: 0; GSTO1 inh: -1; PAD4 FP inh: 5; LYPLA2 counter: 2; PME-1 primary: -2

Results for COc1ccccc1S(=O)Cc1ccc(C(=O)NCc2ccccc2Cl)o1 (configuration not stated) ?
PAFAH1B2 FP inh: 1; PAFAH2 inh: 7; PAFAH1B3 FP inh: 6; pPAFAH inh: 0; LYPLA1 counter: 2; GSTO1 inh: -2; PAD4 FP inh: -1; LYPLA2 counter: 8; PME-1 primary: 2

How did COc1ccc(C)cc1Nc1n[n+](-c2ccccc2)c(-c2ccc(N(C)C)cc2)s1 do in these assays?
PAFAH1B2 FP inh: 3; PAFAH2 inh: 9; PAFAH1B3 FP inh: 21; pPAFAH inh: -4; LYPLA1 counter: 3; GSTO1 inh: 0; PAD4 FP inh: -2; LYPLA2 counter: 5; PME-1 primary: 0

How did Cc1cc2c3c(c1)C(C)CC(C)(C)N3C(=O)C2=C(C#N)C#N (configuration not stated) do in these assays?
PAFAH1B2 FP inh: 6; PAFAH2 inh: -10; PAFAH1B3 FP inh: 9; pPAFAH inh: 0; LYPLA1 counter: 1; GSTO1 inh: 4; PAD4 FP inh: 5; LYPLA2 counter: 8; PME-1 primary: 2

Results for COc1ccc(N(CC(=O)Nc2ccc(C)cn2)S(=O)(=O)c2c(C)noc2C)cc1 ?
PAFAH1B2 FP inh: 2; PAFAH2 inh: 3; PAFAH1B3 FP inh: 0; pPAFAH inh: -1; LYPLA1 counter: 0; GSTO1 inh: 0; PAD4 FP inh: -7; LYPLA2 counter: -4; PME-1 primary: -1

Results for C#CC1(NC(=O)NC(C)(C)C)CCCCC1 ?
PAFAH1B2 FP inh: 3; PAFAH2 inh: -4; PAFAH1B3 FP inh: 8; pPAFAH inh: 0; LYPLA1 counter: -6; GSTO1 inh: 5; PAD4 FP inh: -2; LYPLA2 counter: -8; PME-1 primary: -13

What do the screens show for `COC(=O)C1=C(C)NC(=S)NC1/C=C/c1ccccc1` (configuration not stated)?
PAFAH1B2 FP inh: 5; PAFAH2 inh: 10; PAFAH1B3 FP inh: -4; pPAFAH inh: 5; LYPLA1 counter: 4; GSTO1 inh: 0; PAD4 FP inh: 1; LYPLA2 counter: 0; PME-1 primary: 2

What do the screens show for `N#Cc1ccc(Cl)cc1NC(=O)COC(=O)c1cccc(S(=O)(=O)N2CCOCC2)c1`?
PAFAH1B2 FP inh: 3; PAFAH2 inh: 46*; PAFAH1B3 FP inh: 1; pPAFAH inh: 1; LYPLA1 counter: 2; PAD4 FP inh: 2; LYPLA2 counter: 3; PME-1 primary: 11

How did CC(=Nc1ccc(C)c(C)c1)C1=C(O)CSC1=O do in these assays?
PAFAH1B2 FP inh: 7; PAFAH2 inh: 9; PAFAH1B3 FP inh: -2; pPAFAH inh: 4; LYPLA1 counter: 1; GSTO1 inh: -1; PAD4 FP inh: -2; LYPLA2 counter: 5; PME-1 primary: 0

What do the screens show for `O=C(Nc1ncc(Cc2cc(Cl)ccc2Cl)s1)c1ccc([N+](=O)[O-])cc1`?
PAFAH1B2 FP inh: 0; PAFAH2 inh: -8; PAFAH1B3 FP inh: -1; pPAFAH inh: 3; LYPLA1 counter: -2; GSTO1 inh: 5; PAD4 FP inh: 2; LYPLA2 counter: 2; PME-1 primary: 2

Results for COc1ccccc1-n1c(C)cc(C=O)c1C ?
PAFAH1B2 FP inh: 5; PAFAH2 inh: 0; PAFAH1B3 FP inh: 5; pPAFAH inh: 3; LYPLA1 counter: 3; GSTO1 inh: -1; PAD4 FP inh: -4; LYPLA2 counter: 0; PME-1 primary: 2

What do the screens show for `COc1ccc(C(=O)N2CCCC2)cc1S(=O)(=O)N1CCC(C)CC1`?
PAFAH1B2 FP inh: 0; PAFAH2 inh: 9; PAFAH1B3 FP inh: 5; pPAFAH inh: 0; LYPLA1 counter: 0; GSTO1 inh: -3; PAD4 FP inh: 1; LYPLA2 counter: 0; PME-1 primary: 0

What do the screens show for `CCCNC(=O)C(=O)Nc1ccc(N(C)C)cc1`?
PAFAH1B2 FP inh: 2; PAFAH2 inh: -2; PAFAH1B3 FP inh: -1; pPAFAH inh: -3; LYPLA1 counter: 2; GSTO1 inh: 8; PAD4 FP inh: -1; LYPLA2 counter: 4; PME-1 primary: 3

What do the screens show for `Cc1cc(CNC(=O)c2cccc([N+](=O)[O-])c2)c2ccccc2n1`?
PAFAH1B2 FP inh: 0; PAFAH2 inh: 3; PAFAH1B3 FP inh: 11; pPAFAH inh: 2; LYPLA1 counter: 5; GSTO1 inh: -2; PAD4 FP inh: 3; LYPLA2 counter: 8; PME-1 primary: -2

How did COc1cccc(-c2c(C(=O)N/N=C/c3cccnc3)nnn2-c2nonc2N)c1 do in these assays?
PAFAH1B2 FP inh: 6; PAFAH2 inh: 2; PAFAH1B3 FP inh: 2; pPAFAH inh: 1; LYPLA1 counter: 4; GSTO1 inh: 3; PAD4 FP inh: 6; LYPLA2 counter: 10; PME-1 primary: -2

Results for CCOC(=O)N1CCN(C(=O)CS(=O)Cc2nc(-c3ccc(C)cc3)oc2C)CC1 (configuration not stated) ?
PAFAH1B2 FP inh: 2; PAFAH2 inh: -1; PAFAH1B3 FP inh: 0; pPAFAH inh: 3; LYPLA1 counter: 1; GSTO1 inh: -2; PAD4 FP inh: 0; LYPLA2 counter: 4; PME-1 primary: -5

Results for CC1CCC(C#N)(N(C)C(=O)CSc2nnc(C3CC3)n2C2CC2)CC1 (configuration not stated) ?
PAFAH1B2 FP inh: 1; PAFAH2 inh: -1; PAFAH1B3 FP inh: -2; pPAFAH inh: -2; LYPLA1 counter: 4; PAD4 FP inh: -3; LYPLA2 counter: -2; PME-1 primary: -1

What do the screens show for `CCCCn1cc(C(=O)c2cc(Br)ccc2O)cc(C#N)c1=O`?
PAFAH1B2 FP inh: 2; PAFAH2 inh: 4; PAFAH1B3 FP inh: 2; pPAFAH inh: -3; LYPLA1 counter: 0; GSTO1 inh: 6; PAD4 FP inh: -6; LYPLA2 counter: 7; PME-1 primary: 4

Molecules listed so far that contain a furan ring, fused or not (3):
How did O=C(CNC(=O)c1ccc(Br)o1)Nc1cccc(S(=O)(=O)N2CCOCC2)c1 do in these assays?
PAFAH1B2 FP inh: 5; PAFAH2 inh: 14; PAFAH1B3 FP inh: 8; pPAFAH inh: 6; LYPLA1 counter: -1; GSTO1 inh: 6; PAD4 FP inh: -2; LYPLA2 counter: -6; PME-1 primary: -1

How did Cc1occc1-c1nnc(SCC(=O)N2CCN(c3ccccc3F)CC2)n1C do in these assays?
pPAFAH inh: 3; LYPLA1 counter: 2; GSTO1 inh: -2; PAD4 FP inh: -2; LYPLA2 counter: 6; PME-1 primary: -3

Results for COc1ccccc1S(=O)Cc1ccc(C(=O)NCc2ccccc2Cl)o1 (configuration not stated) ?
PAFAH1B2 FP inh: 1; PAFAH2 inh: 7; PAFAH1B3 FP inh: 6; pPAFAH inh: 0; LYPLA1 counter: 2; GSTO1 inh: -2; PAD4 FP inh: -1; LYPLA2 counter: 8; PME-1 primary: 2

Screening data deposited in PubChem BioAssay by The Scripps Research Institute Molecular Screening Center.

Some of the compounds tested. The share of hits here may be higher or lower than overall.
